AMA1-RON2 inh: AMA1-RON2 (P. falciparum) interaction inhibition; Potency, µM (top dose mostly 58.2 µM), without a hit: at the highest dose activity change, negative = inhibition, usual class: inhibitors; AID 720542; AlphaScreen AMA1-biotinylated RON2 peptide binding; 0.2% of 360,000 active;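 further: potency means the concentration at half of the fitted maximal effect; 0% = vehicle wells and -100% = peptide control; nearly all actives have a fitted effect of over 45% in size; some results filed as inactive show a strong effect at the top dose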
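AMA1 (3D7) with his tag at 25 nM final met compounds first, then biotinylated RON2 peptide at 25 nM; detection used donor plus acceptor beads, 10 µg/mL apiece, read by AlphaScreen after 30 min at room temperature.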
HCMV inh: inhibitors of human cytomegalovirus | HFF cells, HCMV-luciferase reporter, 72 h; stronger effect = lower value | 4.5% of 410,000 active | AID 1259415 | activity change, negative = inhibition, % at 57.5 µM; in the data active means activity change below about -60%; inconclusive means no clear call, values can overlap the other calls; inactive means above about -39%
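Inhibition of viral replication was scored as loss of reporter luminescence in HFFs infected with HCMV-luciferase (MOI 1 PFU/cell) for 72 h; compounds tested at 2 doses, normalized to buffer and Salinomycin controls.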
AmpC inh detg: blocks E. coli AmpC beta-lactamase in detergent assay. P00811. AmpC hydrolysis of nitrocefin, absorbance 480 nm, 0.01% Triton. AID 485294. 0.041% of 370,000 active. Potency, µM (titrated, usually from 114 µM), without a hit: at the top dose activity change, negative = inhibition, hits mostly inhibitors;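 further: potency means the concentration at half of the fitted maximal effect; 0% = no-compound wells and -100% = no-enzyme wells; nearly all actives have a fitted effect of over 25% in size; some results filed as inactive show a strong effect at the top dose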
Target sequence (P00811 whole entry, looked up): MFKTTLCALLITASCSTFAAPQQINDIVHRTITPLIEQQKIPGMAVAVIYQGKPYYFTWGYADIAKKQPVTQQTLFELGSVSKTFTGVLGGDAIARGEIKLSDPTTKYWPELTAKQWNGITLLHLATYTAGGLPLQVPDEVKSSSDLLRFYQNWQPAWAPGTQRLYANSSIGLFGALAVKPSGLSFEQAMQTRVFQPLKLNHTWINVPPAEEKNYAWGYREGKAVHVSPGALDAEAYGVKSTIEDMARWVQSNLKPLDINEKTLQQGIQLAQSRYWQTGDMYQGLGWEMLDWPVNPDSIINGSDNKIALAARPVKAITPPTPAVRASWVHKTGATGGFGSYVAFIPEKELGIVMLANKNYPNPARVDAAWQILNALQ
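AmpC (5.3 nM in the dispensed reagent) in 20 mM phosphate pH 7.0 with 0.01% (detergent screen) or 0.0001% Triton X-100 was preincubated with compounds for 15 min at room temperature. Nitrocefin was then added from an 800 uM solution, and hydrolysis was followed at 480 nm.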
Sm TGR block: S. mansoni TGR enzyme inhibition; purified TGR, DTNB reduction, TNB absorbance 405 nm; Potency, µM (highest dose often 114 µM), inactives show top-dose activity change, negative = inhibition, hits mostly inhibitors; 3% of 360,000 active; AID 485364; further: potency means the concentration at half of the fitted maximal effect; nearly all actives have a fitted effect of over 60% in size
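Kinetic colorimetric format: TGR-catalysed, NADPH-driven DTNB reduction monitored via TNB absorbance. Enzyme dispensed at 20 nM; compound exposure 15 min at room temperature before reaction start.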
HCV inhibitor: blocks hepatitis C virus. Huh7.5.1 HCVcc-Cre infection, luciferase reporter, 44 h. Potency, µM (highest dose often 41.8 µM), for the others: at the top dose activity change, negative = inhibition, most hits filed as inhibitors. 3.4% of 340,000 active. AID 651820; further: potency means the concentration at half of the fitted maximal effect
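Cells (1,000/well) were plated 4 h before compound, then infected with HCVcc-Cre virus (~0.5 moi). After 44 h further culture, infection was read as luciferase luminescence following a 15 min substrate incubation at room temperature.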
FBPA Giardia inh: Giardia lamblia aldolase inhibition; 0.71% of 290,000 active; Potency, µM (titrated, usually from 59.6 µM), for inactives: top-dose activity, negative = inhibition, hits mostly inhibitors; AID 2451; purified Giardia FBPA; further: potency means the concentration at half of the fitted maximal effect; nearly all actives have a fitted effect of over 55% in size
Target sequence (A8B2U2 whole entry, looked up): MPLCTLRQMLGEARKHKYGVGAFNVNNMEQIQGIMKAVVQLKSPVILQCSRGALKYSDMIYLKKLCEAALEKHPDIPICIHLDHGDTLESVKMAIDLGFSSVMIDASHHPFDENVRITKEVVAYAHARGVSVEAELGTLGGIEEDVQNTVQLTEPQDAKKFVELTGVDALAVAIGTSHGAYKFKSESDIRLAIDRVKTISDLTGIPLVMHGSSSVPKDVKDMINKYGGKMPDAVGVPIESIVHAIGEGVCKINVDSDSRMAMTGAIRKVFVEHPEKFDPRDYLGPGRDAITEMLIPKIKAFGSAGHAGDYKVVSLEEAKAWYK
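Giardia FBPA (40 nM reagent) was preincubated 10 min at RT with compound (up to 57.5 uM final), then substrate plus GAPDH/TPI/NAD/arsenate coupling system with diaphorase/resazurin was added; resorufin fluorescence (525/598 nm) was read after 20 min.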
Starred values were filed as active, the others as inactive; u = inconclusive; x = no result given; & = joins results of further samples; [ ] = remark or other dose. Unless noted, the call rests on the fitted dose curve; in most records, active means well fitted curve in the direction sought with a large enough effect; inconclusive means small, poorly fitted or top-dose-only effect, or another doubt; inactive means no such curve, though single readings can be large; an effect the other way counts as inactive or inconclusive. Unless noted, on the % scale 0 is the no-effect control and ±100 the full control effect.

1	CC(=O)Nc1ccc(C(=O)Nc2nnc(CCc3ccccc3)s2)cc1
2	Nc1nc2c(s1)CC(c1ccccc1)CC2 (configuration not stated)
3	O=c1c2c3c(sc2nc(N2CCNCC2)n1CCc1ccccc1)CCCCC3
4	COc1ccc(/C=N/NC(=O)CCn2nnc3ccccc32)cc1
5	Cc1ccc(NC(=O)CS(=O)CC(=O)N(c2ccccc2)C(C)C(=O)NC2CCCC2)cc1 (configuration not stated)
6	Cn1cnnc1SCc1ccc(C(=O)O)cc1
7	CCCc1cc(C(=O)Cc2ccc(F)cc2)c(O)cc1O
8	COc1cccc(CN(C)Cc2c(O)ccc3ccccc23)c1
screen / no. | 1 | 2 | 3 | 4 | 5 | 6 | 7 | 8
AMA1-RON2 inh | 0% | -10% | 8% | -18% | 2% | 1% | 5% | 0%
HCMV inh | 46 | u | -24 | u | 4 | 3 | -20 | -26
AmpC inh detg | 4% | -14% | -1% | 1% | u | -7% | -9% | u
Sm TGR block | -29% | -7% | 11% | 33% | -1% | 5% | 3% | 2.5µM*
HCV inhibitor | 5% | -5% | -16% | -2% | -4% | -5% | 0% | -1%
FBPA Giardia inh | 1% | 8% | 6% | 8% | 5% | 9% | -11% | -22%

9	CCCCn1c(N)c(N(CCC(C)C)C(=O)CC2CCCCC2)c(=O)[nH]c1=O
10	CCOC(=O)c1oc2nc(CC(C)C)c3c(c2c1N)CCC3
11	Cc1ccc(S(=O)(=O)N2CCN(C(=O)c3cc(=O)c4ccccc4o3)CC2)cc1
12	CC(=O)c1ccc(Nc2nc(C)nc3c2oc2ccccc23)cc1
13	COc1cc(CN(C)CC2CCCN(CCc3ccc(F)cc3)C2)c(Cl)cc1O (configuration not stated)
14	CC12CCC(C(=O)O)(c3nc4cc([N+](=O)[O-])ccc4nc31)C2(C)C (configuration not stated)
15	Cc1ccc(C(=O)CCS(=O)(=O)c2ccc(Br)cc2)cc1
16	CNC(=S)Nc1cccc(S(=O)(=O)NCc2ccco2)c1
screen / no. | 9 | 10 | 11 | 12 | 13 | 14 | 15 | 16
AMA1-RON2 inh | 6% | -1% | 0% | x | 8% | -2% | 19% | -6%
HCMV inh | 2 | -27 | 0 | x | 17 | -26 | 32 | 3
AmpC inh detg | u | -8% | 1% | -11% | -10% | -1% | 4% | x
Sm TGR block | 1% | -25% | 4% | 4% | -24% | 0% | 0.4µM* | x
HCV inhibitor | 2% | u | 5% | x | u | 2% | 10% | -7%
FBPA Giardia inh | x | -2% | 11% | 2% | -3% | 1% | -3% | x

In another format: entries from further up
Order of values: AMA1-RON2 inh | HCMV inh | AmpC inh detg | Sm TGR block | HCV inhibitor | FBPA Giardia inh
#4 COc1ccc(/C=N/NC(=O)CCn2nnc3ccccc32)cc1
 : -18% | u | 1% | 33% | -2% | 8%
#5 Cc1ccc(NC(=O)CS(=O)CC(=O)N(c2ccccc2)C(C)C(=O)NC2CCCC2)cc1 (configuration not stated)
 : 2% | 4 | u | -1% | -4% | 5%
#6 Cn1cnnc1SCc1ccc(C(=O)O)cc1
 : 1% | 3 | -7% | 5% | -5% | 9%
#7 CCCc1cc(C(=O)Cc2ccc(F)cc2)c(O)cc1O
 : 5% | -20 | -9% | 3% | 0% | -11%
#8 COc1cccc(CN(C)Cc2c(O)ccc3ccccc23)c1
 : 0% | -26 | u | 2.5µM* | -1% | -22%
#9 CCCCn1c(N)c(N(CCC(C)C)C(=O)CC2CCCCC2)c(=O)[nH]c1=O
 : 6% | 2 | u | 1% | 2% | x

The list continues.
17	CNS(=O)(=O)c1cccc(C(=O)NCC(C)(C)N2CCCCC2)c1
18	CCCc1nnc(NC(=O)CCC(=O)N2CCN(Cc3ccc(C)cc3C)CC2)s1
19	O=C(NCCC1=CCCCC1)C1CCN(c2nc3ccccc3o2)CC1
20	Cc1ccc(C(=O)Nc2ccc(N3CCN(C)CC3)nc2)cc1
21	N#C/C(C(=O)NCc1ccccc1)=C1/N=C(NC(=O)c2cccs2)c2ccccc21
22	COc1cccc(CC2(CO)CCCN(Cc3cn[nH]c3C3CCCCC3)C2)c1 (configuration not stated)
23	COC(=O)c1ccccc1NC(=O)c1cc2cc(C)ccc2n1C
24	Cc1cc(NC(=O)CN(C)C)c([N+](=O)[O-])cc1C
screen / no. | 17 | 18 | 19 | 20 | 21 | 22 | 23 | 24
AMA1-RON2 inh | 3% | 3% | -4% | -15% | 19% | 1% | x | 8%
HCMV inh | -14 | u | 3 | 40 | 28 | 33 | 18 | -9
AmpC inh detg | 1% | u | u | -10% | -9% | 0% | 23% | 3%
Sm TGR block | 0% | -8% | -2% | -11% | 2% | -4% | -1% | 1%
HCV inhibitor | 6% | u | -25% | 8% | -4% | 10% | x | -3%
FBPA Giardia inh | 5% | -3% | 3% | 4% | 0% | -1% | x | 3%

25	O=C(O)c1cc2nccc(-c3ccc(F)cc3)n2n1
26	CCOC(=O)c1cnc(N2CCN(c3ccc(OC)cc3)CC2)c2ccccc12
27	Cc1cc(C(=O)CSc2nc(N)cc(=O)[nH]2)c(C)n1Cc1ccco1
28	CCC(C)n1c(O)c(C(c2ccccn2)c2c(O)n(C(C)CC)c(=S)[nH]c2=O)c(=O)[nH]c1=S (configuration not stated)
29	CC(=O)Nc1ccc(N=Nc2ccccc2)cc1[N+](=O)[O-]
30	CC(=O)c1ccccc1OC(=O)COc1ccc(Cl)cc1C
31	O=C(CSC1=Nc2ccccc2C2=NC(CC(=O)NC3CCCCC3)C(=O)N12)NCc1ccco1 (configuration not stated)
32	Cc1csc(SCC(=O)Nc2sccc2C(N)=O)n1
screen / no. | 25 | 26 | 27 | 28 | 29 | 30 | 31 | 32
AMA1-RON2 inh | -10% | x | 0% | 0% | u | 14% | -2% | 0%
HCMV inh | u | 42 | u | 4 | 31 | -30 | 32 | 110
AmpC inh detg | -12% | 0% | -13% | -9% | x | -5% | -19% | -14%
Sm TGR block | -15% | 1% | -3% | u | x | 0% | -24% | -8%
HCV inhibitor | 1% | x | u | 13% | -24% | -8% | -4% | 16%
FBPA Giardia inh | 18µM* | x | -2% | u | x | -8% | -12% | -14%

33	COc1ccc(NC(=O)N2CCC3(CC2)OCCO3)cc1OC
34	Cc1cc(Oc2ccc(Cl)cc2)nc(SCC(=O)c2ccccc2)n1
35	Cc1ccc(S(=O)(=O)N2CCCCC2)cc1C(=O)OCC(=O)NC(=O)NC12CC3CC(CC(C3)C1)C2
36	COc1ccc(-c2csc(NC(=O)c3ccc(S(C)(=O)=O)cc3)n2)cc1
37	O=C(NCCO)/C(=C\c1ccco1)NC(=O)c1cccs1
38	COC(=O)c1ccccc1NC(=O)c1c(O)c2c([nH]c1=O)CCCC2
39	CCCCc1nc2cc(C(=O)N3CCC(O)CC3)ccc2o1
40	Cc1cc(NC(=O)CN2C(=O)CCSc3ccccc32)no1
screen / no. | 33 | 34 | 35 | 36 | 37 | 38 | 39 | 40
AMA1-RON2 inh | -4% | 11% | -8% | 11% | -4% | -6% | -3% | -17%
HCMV inh | u | -40 | 12 | 6 | -13 | -30 | 71 | -6
AmpC inh detg | -6% | -7% | -8% | -3% | 6% | -6% | u | 4%
Sm TGR block | -1% | -22% | -1% | 3% | u | 36% | -15% | 9%
HCV inhibitor | -2% | -9% | 8% | u | -2% | 18% | 10% | 7%
FBPA Giardia inh | -4% | 1% | -1% | -1% | -18% | -1% | -5% | 4%

41	Cn1c(SCc2ccc([N+](=O)[O-])cc2)nnc1-c1cccnc1
42	O=C(CSCc1ccccc1Cl)NCCSc1ccccn1
43	COc1ccc(/C=N/NC(=O)CCn2nc(C)cc2C)cc1O
44	O=C(Nc1ccc2c(c1)OCO2)Nc1ccc(Cl)cc1Cl
45	Cc1cc(C)n2nc(-c3sccc3-n3c(C)ccc3C)cc2n1
46	O=C(/C=C/c1ccccc1)Nc1ccc(C(=O)N2CCCCC2)cc1
47	O=C(c1ccc2nc[nH]c2c1)N1CCN(c2ncc(C(F)(F)F)cc2Cl)CC1
48	CC(C)Oc1nc(-c2ccccc2O)nc2ccccc12
screen / no. | 41 | 42 | 43 | 44 | 45 | 46 | 47 | 48
AMA1-RON2 inh | u | 12% | 11% | -13% | -1% | 2% | -7% | 17%
HCMV inh | u | -2 | 16 | 49 | -32 | -32 | -70* | -17
AmpC inh detg | u | 0% | -2% | 1% | u | 0% | -10% | -12%
Sm TGR block | 9% | 0% | 10% | -8% | -35% | 3% | -21% | 15%
HCV inhibitor | 6% | 5% | 12% | u | 8.9µM* | 0% | u | 13µM*
FBPA Giardia inh | -1% | 7% | 0% | 3% | 2% | -3% | 5% | -1%

Full records as entered above. Values in the order: AMA1-RON2 inh, HCMV inh, AmpC inh detg, Sm TGR block, HCV inhibitor, FBPA Giardia inh
CC(C)Oc1nc(-c2ccccc2O)nc2ccccc12 reads 17%, -17, -12%, 15%, 13µM*, -1%
O=C(Nc1ccc2c(c1)OCO2)Nc1ccc(Cl)cc1Cl reads -13%, 49, 1%, -8%, u, 3%

(more compounds)
49	CCn1c(C)cc(/C=C2\SC(=O)N(CC(=O)Nc3ccc(C)c(C)c3)C2=O)c1C
50	Cc1csc(NC(=O)c2cc(C)nc3ccccc23)n1
51	Oc1ccc(Cl)cc1C(C#Cc1ccccc1)N1CCOCC1 (configuration not stated)
52	CC(=O)Nc1nnc(CSCc2ccccc2F)s1
53	COc1ccc(S(=O)(=O)Nc2ccccc2OC)cc1C
54	Cc1ccc2[nH]c(C(=O)N3CCOCC3)cc2c1
55	CCCC(=O)NCCc1cc(OC)c(OC)cc1Br
56	O=C(NCC1CC1)c1cccc2c1C(=O)c1ccc(-c3ccc(OC(F)(F)F)cc3)cc1S2(=O)=O
screen / no. | 49 | 50 | 51 | 52 | 53 | 54 | 55 | 56
AMA1-RON2 inh | 12% | -9% | -5% | 5% | 2% | -9% | -6%[11.6 µM] | 2%
HCMV inh | 10 | -29 | 29 | 54 | 11 | -11 | -34 | 48
AmpC inh detg | -12% | u | 3% | 1% | u | -13% | -1% | x
Sm TGR block | 2% | 0% | u | 5% | u | -26% | 5% | x
HCV inhibitor | u | -28% | 0% | 7% | 11% | 10% | -4% | -9%
FBPA Giardia inh | 3% | -7% | -2% | 0% | 2% | 8% | 3% | x

57	COCCNC(=O)C(c1cccs1)N(C(=O)Cn1nnc2ccccc21)c1ccccc1 (configuration not stated)
58	CCC(=O)N1c2ccc(S(=O)(=O)CCC(=O)N3CCN(c4ccccc4)CC3)cc2CC1C (configuration not stated)
59	COc1ccc(C)cc1NC(=O)C(OC(=O)c1cnc(C)cn1)c1ccccc1 (configuration not stated)
60	COC(=O)Cn1c(C2CC(=O)N(c3c(C)cccc3C)C2)nc2ccccc21 (configuration not stated)
screen / no. | 57 | 58 | 59 | 60
AMA1-RON2 inh | -4% | -9% | -1% | x
HCMV inh | 34 | 46 | 33 | 3
AmpC inh detg | -5% | -9% | u | 16%
Sm TGR block | 0% | -1% | 1% | -5%
HCV inhibitor | 16%&20% | -3% | u | x
FBPA Giardia inh | 0% | 1% | x | x

Limited to AMA1-RON2 inh and AmpC inh detg, for three of the compounds above:
item	structure	AMA1-RON2 inh	AmpC inh detg
40	Cc1cc(NC(=O)CN2C(=O)CCSc3ccccc32)no1	-17%	4%
41	Cn1c(SCc2ccc([N+](=O)[O-])cc2)nnc1-c1cccnc1	u	u
42	O=C(CSCc1ccccc1Cl)NCCSc1ccccn1	12%	0%

Not a hit list. Share with any hit: about 9.3%.
